Assay outcomes (PubChem)
Casp6 inh: human caspase-6 inhibitors, primary screen, biochemical, VEID-R110 fluorescence, single point, set 2; P55212; purified caspase-6, Z-VEID-R110 cleavage fluorescence; inhibition, % at 12.5 µM; 0.53% of 350,000 active;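 active = mean inhibition across replicates at least about 35%, with every replicate also reaching that limit, limit read from the data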;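 also: 0% = median of neutral control wells and 100% = no fluorescence left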
Target sequence (P55212 24-179 limits assumed): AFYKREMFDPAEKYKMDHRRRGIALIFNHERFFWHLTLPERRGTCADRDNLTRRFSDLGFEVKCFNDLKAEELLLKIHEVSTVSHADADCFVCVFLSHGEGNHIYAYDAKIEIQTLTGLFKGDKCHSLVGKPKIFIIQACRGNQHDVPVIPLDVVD
Target sequence (P55212 194-293 limits assumed): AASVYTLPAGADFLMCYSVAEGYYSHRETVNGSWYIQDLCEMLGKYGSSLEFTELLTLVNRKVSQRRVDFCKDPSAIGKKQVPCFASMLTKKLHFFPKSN
S100A4 MyoIIA: inhibitors of S100A4-myosin IIA peptide binding, primary screen, biochemical, fluorescence polarization, TAMRA-MyoIIA peptide; Protein S100-A4 (Homo sapiens), P26447; inhibition, % at 10.7 µM; 0.14% of 360,000 active;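 active = mean inhibition of at least 70% across replicates, with every replicate also reaching that level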
Target sequence (P26447 whole entry, looked up): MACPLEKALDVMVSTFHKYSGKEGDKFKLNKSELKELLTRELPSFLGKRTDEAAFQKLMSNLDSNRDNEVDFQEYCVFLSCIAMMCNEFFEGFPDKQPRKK
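Test system: S100A4 monomer protein; Medium: HEPES pH 7.2 with CaCl2, KCl, NaCl, DTT, Triton; Probe or stimulus: TAMRA-labelled myosin IIA heavy-chain peptide probe, 5 nM; Doses: one dose per compound; Times: polarization read 5 min after assay mix addition, stable 5–60 min; Benchmarks: neutral control DMSO, positive control TFP.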
FN deposition inh: inhibitors of fibronectin matrix deposition, primary screen, AH1F cells, Alexa488-fibronectin fluorescence, plate reader; AH1F fibroblasts, overnight; inhibition, % at 12.6 µM; 0.086% of 350,000 active; AID 743247, 2014;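 active = mean inhibition across replicates of 30% or more, regardless of how many single replicates reach that level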;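 also: positive control wells lacked labelled fibronectin entirely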
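Material – AH1F fibroblast monolayer, labelled fibronectin deposition · Reagent – labelled fibronectin 24 nM · Timing – 1 h adhesion, overnight exposure · Measured by – fluorescence at 485 nm excitation, 525 nm emission · Read-out – inhibition of fibronectin deposition signal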
C2C12 statin: suppressors of statin myotoxicity in C2C12 myotubes, primary screen, cell-based, single point, plate reader; C2C12 myotubes + simvastatin, ATP luminescence, 48 h; scaled: DMSO 0, geranylgeraniol control 100; rescue of ATP level, % at 7.49 µM; 0.78% of 330,000 active; AID 602340, 2012;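 active = mean ATP rescue above about 67%, or every replicate alone reaching that limit, limit read from the data, passing the limit was not always enough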;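 also: myotubes were challenged with 10 µM simvastatin during compound exposure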
SIRT5 block: SIRT5 desuccinylase inhibitors, primary screen, biochemical, fluorescence imaging, single point, set 5 | NAD-dependent protein deacylase sirtuin-5, mitochondrial (Homo sapiens), Q9NXA8 | Purified SirT5, succinyl-peptide AMC, trypsin-coupled fluorescence | inhibition, % at 15 µM | 1.1% of 330,000 active | AID 652115, 2013; in the data active = inhibition above about 15%
Target sequence (Q9NXA8 whole entry, looked up): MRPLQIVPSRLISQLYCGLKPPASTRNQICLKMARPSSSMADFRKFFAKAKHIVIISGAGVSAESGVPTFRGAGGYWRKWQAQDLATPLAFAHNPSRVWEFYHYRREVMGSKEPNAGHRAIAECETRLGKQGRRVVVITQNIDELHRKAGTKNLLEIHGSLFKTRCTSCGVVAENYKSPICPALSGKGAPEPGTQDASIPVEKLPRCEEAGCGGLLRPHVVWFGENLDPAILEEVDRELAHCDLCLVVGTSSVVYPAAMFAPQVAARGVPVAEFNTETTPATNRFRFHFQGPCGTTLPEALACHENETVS
esBAF inh: Bmi1 luciferase reporter increase in mESCs, primary screen, esBAF inhibitor project, mouse ES cells, Bmi1 luciferase knock-in, single point | 24 h; 100% = twice the neutral-well signal | reporter increase, % at 12.5 µM | 2% of 350,000 active | AID 602393, 2012; in the data active = activation above about 40%;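 also: 0% = median of the plate's neutral control wells and 100% = double that signal; a rise in the Bmi1 reporter signal indicates esBAF inhibition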
LGR2 antag: inhibitors of bursicon-induced LGR2 CRE-luciferase signal, primary screen, cell-based, HEK293, CRE-luciferase reporter, bursicon stimulation; Drosophila bursicon receptor LGR2 (rickets); bursicon-stimulated, 4 h; inhibition, % at 9.99 µM; 0.35% of 380,000 active; AID 720647, 2013;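 active = drop in luminescence signal, shown as inhibition above about 50% in the replicate tests, limit read from the data, passing the limit was not always enough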;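 also: agonist challenge used bursicon conditioned medium at about half maximal strength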
The depositor's hits bear a star; . = not tested or not shown. An excerpt, so the mix of outcomes need not match the whole.

SMILES	Casp6 inh	S100A4 MyoIIA	FN deposition inh	C2C12 statin	SIRT5 block	esBAF inh	LGR2 antag
C[C@H](CO)N1C[C@H](C)[C@@H](CN(C)Cc2ccccc2)Oc2c(NC(=O)Nc3ccccc3)cccc2C1=O	1	3	.	-32	1	2	1
O=C(Nc1ccccc1-c1ccccc1)c1ccccc1Br	0	1	3	23	-4	-8	5
COc1ccc(S(=O)(=O)N(C)C)cc1NC(=O)c1ccc(OCC(=O)N2CCOCC2)c(OC)c1	0	2	1	.	-3	.	6
Cc1cc(C(=O)NNC(=S)Nc2cccc(C(F)(F)F)c2)nn1C	0	-4	1	.	11	.	16
S=c1[nH]nc(-c2ccc3ccccc3n2)n1-c1ccc2ncccc2c1	9	6	8	-8	0	16	3
FC(F)C(F)(F)c1cc(-c2ccccc2)n[nH]1	-2	0	-9	.	-4	.	-24
COc1cccc(NC(=O)c2cc(S(=O)(=O)N3CCc4ccccc43)cn2C)c1	0	0	8	14	-3	23	-1
CN1C=CC(=CC=C2C=CC(=O)C=C2)C=C1	-26	-17	-9	-11	-1	-3	-1
N#C/C(=C/c1ccc(O)c(O)c1)C(=O)NCc1ccc(Cl)cc1	35*	5	1	-19	0	-3	3
Cc1cccc(NC(=O)c2cc3c(=O)n4ccccc4nc3s2)c1	0	1	-1	1	13	23	-8
CCOc1ccc(OCCn2c(SCC(=O)O)nc3ccccc32)cc1	-2	0	7	-4	-1	-14	.
CCn1nc(C)cc1C(=O)Sc1cccc(Cl)c1	2	-1	10	.	-1	.	11
NS(=O)(=O)c1ccc(CCNC(=O)c2cccnc2)cc1	-5	-1	.	31	-1	2	9
Cc1ccc(CNC(=O)c2nnn(CC(=O)Nc3cc(C)cc(C)c3)c2N)cc1	-1	4	-11	1	-1	-18	-11
Cc1nc(NCc2ccco2)c(C#N)c2c1COC(C)(C)C2	.	-5	-6	.	.	0	.
Cc1ccc(OCC(=O)Nc2ccc(S(=O)(=O)N3CCOCC3)cc2)c(Br)c1	-2	0	10	-6	3	0	14
C[C@@H]1CN([C@H](C)CO)C(=O)CCCn2cc(nn2)CO[C@@H]1CN(C)C(=O)Nc1ccccc1C(F)(F)F	.	.	-4	-4	.	2	4
O=C(CCn1ccnc1)Nc1ccc2ccccc2c1	-5	2	.	0	0	-6	13
CCc1c(O)nc(SCC(=O)Nc2nc3ccccc3s2)n(-c2ccccc2)c1=O	2	7	6	-18	-2	3	-59
C[C@@H]1CN([C@@H](C)CO)C(=O)c2cc(-c3ccccc3F)cnc2O[C@@H]1CN(C)C(=O)NC1CCCCC1	0	1	2	.	-7	0	8
C[C@H]1CN([C@@H](C)CO)C(=O)c2cccc(NC(=O)Nc3ccc(C(F)(F)F)cc3)c2O[C@@H]1CN(C)S(=O)(=O)c1cn(C)cn1	-1	-3	6	-23	-5	5	-5
CC(=O)Nc1ccc(S(=O)(=O)NCCSCc2ccc(Cl)cc2Cl)cc1	.	.	-3	13	.	-21	.
O=C(NC1CCCC1)N1CCCCN2[C@@H](CO)[C@@H](c3ccc(-c4ccccc4)cc3)[C@@H]2C1	0	-19	.	.	-3	.	-14
COc1cc(C(=O)NCC(=O)N/N=C/c2c(C)[nH]c3ccccc23)cc(OC)c1OC	1	-21	-2	.	3	.	-3
Cc1cc(C)c(C)c(S(=O)(=O)N2CCC(C(=O)NCCCN3CCOCC3)CC2)c1C	-24	0	-1	-2	-1	4	-3
O=S(=O)(Nc1ccc(Br)cn1)c1cccs1	5	28	2	5	-1	-5	.
Cc1ccc(S(=O)(=O)N2CCC(=O)N(CCOC(=O)Nc3ccc(F)cc3)CC2)cc1	1	4	6	-7	.	13	-7
COc1ccc(NC(C)=O)cc1CNC(=O)COc1ccccc1C(=O)Nc1cccc(C)c1C	-4	-11	8	-8	-1	3	3
COc1ccc(CCNC(=O)C2CCC(=O)N2Cc2ccccc2Cl)cc1OC (stereo not given)	-5	0	6	-9	-3	2	2
N#Cc1c(N)nc2c(c1-c1ccc(F)cc1)CCC2	2	-2	4	.	-1	.	0
CC(C)(C)S(=O)N1Cc2cc(C(=O)NCc3ccc(Oc4ccccc4)cc3)nc(-c3cccc(C#CCC4CCCC4)c3)c2[C@@H]1CCO (stereo not given in full)	-2	-34	-8	.	-1	.	12
C[C@@H]1CN([C@H](C)CO)C(=O)c2cc(NC(=O)CCCN(C)C)ccc2O[C@H]1CN(C)S(=O)(=O)c1ccc(F)cc1	0	1	.	-17	-5	2	-1
O=C(O)c1cccc(NC(=S)N/N=C/c2cccc(O)c2)c1	0	1	-12	.	-1	.	63*
O=C(COC(=O)c1ccc([N+](=O)[O-])s1)Nc1ncc(C(F)(F)F)cc1Cl	.	.	3	6	.	5	5
Cc1cccc(NC(=O)Nc2nnc(N3CCCCC3C)s2)c1C (stereo not given)	-1	1	3	9	-1	20	-9
O=S(=O)(Nc1ccccc1Cl)c1ccc(NS(=O)(=O)c2cccs2)cc1	3	-9	5	9	-1	-3	9
CO[C@H]1CN(C)C(=O)c2ccc(NS(=O)(=O)c3cccc(F)c3)cc2OC[C@H](C)N(Cc2cc(F)ccc2F)C[C@@H]1C	-2	8	-11	19	.	4	8
COc1ccc(-c2cc(C)no2)cc1S(=O)(=O)N1CCN(C(=O)c2ccco2)CC1	5	-2	-3	-2	6	3	-1
Cc1noc(C)c1NC(=O)N(C)C[C@H]1Oc2c(NS(=O)(=O)c3cccs3)cccc2C(=O)N([C@@H](C)CO)C[C@H]1C	1	-6	1	38	-6	3	-18
Cn1nnnc1SCC(=O)Nc1ncc(C(F)(F)F)cc1Cl	-2	-5	-3	4	.	-4	.
Cc1nn(-c2ccccc2)c(Cl)c1/C=N/NC(=O)c1ccccc1F	0	-4	8	.	1	.	-86
CC/C(=C/c1sc2ccc(C)cc2[n+]1CCCS(=O)(=O)[O-])SC	5	42	.	.	0	.	1
C[C@H]1CCCCO[C@H](CN(C)C)[C@@H](C)CN([C@@H](C)CO)C(=O)c2cc(NS(=O)(=O)c3ccc(F)cc3)ccc2O1	0	-7	5	-11	-3	4	-5
O=C(Cc1ccc(F)cc1)Nc1cccc(-c2ccc3nncn3n2)c1	2	1	-4	.	-2	.	9
C[C@@H]1COC(=O)[C@@H](Cc2ccc(F)cc2)C/C=C\C[C@@H](CC(=O)N(CCO)Cc2ccccc2)C(=O)N1	-2	16	8	9	-1	6	-6

Full records as entered above. Values in the order: Casp6 inh	S100A4 MyoIIA	FN deposition inh	C2C12 statin	SIRT5 block	esBAF inh	LGR2 antag
Shown for `O=C(Cc1ccc(F)cc1)Nc1cccc(-c2ccc3nncn3n2)c1` = 2	1	-4	.	-2	.	9
Shown for `Cc1noc(C)c1NC(=O)N(C)C[C@H]1Oc2c(NS(=O)(=O)c3cccs3)cccc2C(=O)N([C@@H](C)CO)C[C@H]1C` = 1	-6	1	38	-6	3	-18

Next section.
SMILES	Casp6 inh	S100A4 MyoIIA	FN deposition inh	C2C12 statin	SIRT5 block	esBAF inh	LGR2 antag
COc1ccc(C(=O)CSc2nnc(-c3ccco3)c(-c3ccco3)n2)cc1	0	0	-7	.	.	.	-33
COc1ccccc1S(=O)(=O)N[C@@H]1CC[C@@H](CCn2cc(C3CC3)nn2)O[C@H]1CO	-2	-1	-2	1	3	2	0
CN1CCc2c(sc(NC(=O)c3cc(Cl)sc3Cl)c2C(N)=O)C1	-2	-6	-3	-6	3	-2	-14
COC(=O)c1cccc(NC(=O)c2ccc3c(c2)C(=O)N(Cc2cccnc2)C3=O)c1	-2	3	.	.	1	.	-6
COCC(=O)NC[C@@H]1[C@H](c2ccc(-c3ccccc3)cc2)[C@H](CO)N1C(C)=O	3	-1	.	3	0	1	-1
O=C(NCC(c1cccnc1)N1CCN(c2ccc(F)cc2)CC1)c1ccco1 (stereo not given)	-2	-2	-5	-2	-7	3	7
CCC(C)NC(=O)C1CCN(S(=O)(=O)N2CCOCC2)CC1 (stereo not given)	0	2	-4	2	-6	1	-15
Cc1sc2ncnc(NCCCN3CCCC3=O)c2c1C	3	4	5	5	-2	-2	2
O=C(NCc1ccccc1)c1ccc(-c2cn[nH]c2)c2ccoc12	0	0	35*	-7	-5	57*	-15
CN(C)C(=O)c1cccc(-c2ccc([C@H]3[C@@H](CO)N4CCCCN(CCC(F)(F)F)C[C@@H]34)cc2)c1	-2	1	.	.	0	.	-1
CN1CCN(c2ccc(CNC(=O)C3Cc4c(-c5ccccc5)ccnc4O3)cc2)CC1 (stereo not given)	0	2	.	.	1	.	7
CN(C)C(=O)c1cccc(-c2ccc3c(c2)[C@H]2[C@H](CCN2Cc2nccs2)[C@@H](CO)N3)c1	7	10	-4	-7	-6	-2	-8
O=C(CCN1C(=O)C2CCCCC2C1=O)Nc1nc(-c2ccc(F)c(F)c2)cs1 (stereo not given)	4	8	7	-16	0	8	.
C[C@@H]1CN([C@@H](C)CO)C(=O)c2cccc(NC(=O)Nc3ccccc3)c2O[C@@H]1CN(C)S(C)(=O)=O	0	-4	.	8	-1	2	11
CCN(CC)c1ccc(C2=NNC(=O)CC2C)cc1[N+](=O)[O-] (stereo not given)	.	2	-4	25	.	8	-17

The list goes on; it opens with the two that closed the last part.
SMILES	Casp6 inh	S100A4 MyoIIA	FN deposition inh	C2C12 statin	SIRT5 block	esBAF inh	LGR2 antag
C[C@@H]1CN([C@@H](C)CO)C(=O)c2cccc(NC(=O)Nc3ccccc3)c2O[C@@H]1CN(C)S(C)(=O)=O	0	-4	.	8	-1	2	11
CCN(CC)c1ccc(C2=NNC(=O)CC2C)cc1[N+](=O)[O-] (stereo not given)	.	2	-4	25	.	8	-17
COCCn1c(SCC(=O)NC2(C#N)CCCCC2)nc2ccccc2c1=O	1	-7	2	-4	-1	-6	-13
COc1ccc(NS(=O)(=O)c2cc(NC(=O)C3CCCO3)ccc2N2CCCC2)cc1 (stereo not given)	-1	1	-4	-10	-1	-1	22
CCN(CC)CC(=O)N1c2ccccc2Sc2ccccc21	-1	-13	2	0	-2	-14	6
C[C@H](CO)N1C[C@H](C)[C@@H](CN(C)C(=O)Nc2ccccc2)OCCCC[C@H](C)Oc2ccc(NC(=O)c3ccncc3)cc2C1=O	-2	0	-2	.	1	-4	-3
O=C1CCCC(O)=C1N=Nc1ccc(C(=O)O)cc1	38*	50	4	9	33*	-7	-15
CCOC(=O)c1[nH]c2ccc(Cl)cc2c1-c1ccccc1	.	.	10	-1	.	-4	.
CN(C)C(=O)[C@@H]1[C@@H](CO)[C@@H]2Cn3c(ccc(-c4cccc(F)c4)c3=O)[C@@H]2N1C(=O)c1ccccn1	.	.	.	-22	.	-1	12
C[C@H](CO)N1C[C@H](C)[C@H](CN(C)C)Oc2ccc(NC(=O)Cn3cnnn3)cc2C1=O	0	2	.	-6	-1	-5	-6
O=C1c2ccccc2/C(=C\C#Cc2ccccn2)N1c1ccccc1	4	4	8	-61	.	36	-31
CN(C)C(=O)[C@@H]1[C@@H](CO)[C@@H]2Cn3c(ccc(-c4ccncc4)c3=O)[C@H]1N2C(=O)NC1CCCC1	1	1	.	.	-68	.	-3
O=C(O)c1cocc1C(=O)O	7	0	7	2	-5	-6	0
CN1CCC(N(C)C(=S)NC(=O)c2cc(-c3cccc(Br)c3)nc3ccccc23)CC1	.	-7	.	.	-3	.	-4
Cc1ccc(NC(=O)c2cccnc2)cc1S(=O)(=O)N(C)C	-4	3	-4	.	-2	.	-5
C[C@H]1CN([C@@H](C)CO)C(=O)Cc2cc(NS(=O)(=O)c3ccc(Cl)cc3)ccc2O[C@H]1CN(C)C(=O)NC1CCCCC1	1	0	-2	-2	0	0	19
Cc1nc([N+](=O)[O-])c(Sc2nc3ccc([N+](=O)[O-])cc3[nH]2)n1Cc1ccccc1	8	1	7	.	.	.	25
